Bioassay records from PubChem BioAssay.
ATXN viability – reduces viability in counter-screen for ATXN expression inhibitors. S2 cells (HEK-293 line with an ATXN2-luciferase reporter) viability, CellTiter-Fluor protease fluorescence, 24 h. Potency, µM (doses to about 56.7 µM), most hits filed as cytotoxic. 0.49% of 400,000 active. AID 651635; further: potency means the concentration at half of the fitted maximal effect; nearly all actives have a fitted effect of over 40% in size
KB-3-1 tox – kills parental KB-3-1 adenocarcinoma cells; KB-3-1 viability, CellTiter-Glo ATP luminescence, 72 h; Potency, µM (series often up to 46.1 µM), inactives show top-dose activity change, negative = cytotoxic, usual class: cytotoxic; 1.4% of 400,000 active; AID 1347075; further: potency means the concentration at half of the fitted maximal effect; on the % scale 0 is the no-effect control and ±100 the full control effect; nearly all actives have a fitted effect of over 60% in size
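Parental KB-3-1 adenocarcinoma cells in phenol-red-free DMEM with 10% FBS were pin-treated with compounds at several concentrations, incubated 72 h at 37 °C, and viability read by CellTiter-Glo luminescence; concentration-effect curves were fitted after normalization.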
IL-1B inflam inh – inflammasome signaling inhibition, IL-1 beta readout; THP-1 LPS/ATP IL-1B secretion, AlphaLISA, 16 h; stronger effect = lower value; activity change, % at 57.5 µM; AID 743279; 4.7% of 360,000 active; in the data active means activity change below about -50%; inconclusive means mostly about -30% to -49%; further: on the % scale 0 is the no-effect control and ±100 the full control effect
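THP-1 cells pretreated 1 hr with compounds (up to 57.5 uM final), then stimulated with LPS (250 ng/mL final) plus ATP (1.25 mM final); secreted IL-1B measured by AlphaLISA after 16 hr, decreased signal indicating inhibition.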
HT1080 IDH1KD tx – kills HT-1080 cells with IDH1 knockdown. HT-1080 IDH1 knockdown viability, ATP luminescence, 48 h. Potency, µM (series often up to 46.1 µM), without a hit: top-dose activity, negative = toxicity, most hits filed as cytotoxic. 2% of 360,000 active. AID 686971;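 further: potency means the concentration at half of the fitted maximal effect; 0% = DMSO wells and -100% = cell-free medium wells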
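Luminescent ATP read-out (CellTiter-Glo, 10 min at room temperature) after 48 h compound exposure at 37 °C gave viability of IDH1-knockdown HT-1080 cells. Activity was normalised to DMSO and cell-free wells, then fitted as concentration-response curves.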
HT1080-NT tox – kills 2HG-producing HT-1080-NT fibrosarcoma cells; 1.6% of 360,000 active; HT-1080-NT fibrosarcoma viability, CellTiter-Glo ATP luminescence, 48 h; AID 686970; Potency, µM (doses to about 46.1 µM), for inactives: at the top dose activity, negative = less viability, most hits filed as cytotoxic;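 further: NT is the 2HG producing partner of a matched IDH1 knockdown line; potency means the concentration at half of the fitted maximal effect; 0% = DMSO-treated cells and -100% = media-only wells without cells; nearly all actives have a fitted effect of over 55% in size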
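HT-1080-NT; 750 cells/well; 5% FBS RPMI; 48 h compound, 37 degrees C; CellTiter-Glo luminescence; curve fitting and curve-class assignment.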
MCF10A rereplic – DNA re-replication induction in MCF 10a cells. MCF 10A DNA re-replication, Hoechst nuclear intensity, 48 h. Potency, µM (highest dose often 46.1 µM), for the others: top-dose activity, positive = re-replication, hits mostly activators. 2.9% of 350,000 active. AID 624296; further: potency means the concentration at half of the fitted maximal effect; % of control where 0% means no effect; nearly all actives have a fitted effect of over 50% in size
ATXN2 expr inh – reduces ATXN2 reporter expression in HEK-293 cells. HEK-293 ATXN2-luciferase reporter, luminescence, 24 h. 0.72% of 360,000 active. Potency, µM (titrated, usually from 57 µM), for inactives: top-dose activity change, negative = inhibition, hits mostly inhibitors; further: potency means the concentration at half of the fitted maximal effect; on the % scale 0 is the no-effect control and ±100 the full control effect; nearly all actives have a fitted effect of over 55% in size
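ATXN2-luciferase reporter cells (luciferase flanked by upstream and downstream ATXN2 gene portions) were treated 24 h at 37 °C with compounds at up to 57 uM. SteadyGlo luminescence gave expression; GF-AFC fluorescence gave viability.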
SW480 rerep – DNA re-replication induction in SW480 cells; Potency, µM (titrated, usually from 46.1 µM), without a hit: at the top dose re-replication activation, usual class: activators; 1.8% of 340,000 active; SW480 DNA re-replication, Hoechst DNA content imaging, 48 h; AID 624297; further: potency means the concentration at half of the fitted maximal effect; % of control where 0% means no effect; nearly all actives have a fitted effect of over 55% in size
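Compounds, transferred as 23 nL by pin tool, were incubated with cells for 48 hr; DNA content per nucleus was then quantified by Hoechst staining and fluorescence plate imaging.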
HepG2 viability – HepG2 cytotoxicity, counter-screen for TGF-b inhibitors; HepG2 CAGA-GFP viability, ATP luminescence, 18 h; Potency, µM (highest dose often 46.1 µM), inactives show top-dose activity change, negative = cytotoxicity, usual class: cytotoxic; 0.76% of 410,000 active; AID 588856; further: potency means the concentration at half of the fitted maximal effect; some results filed as inactive show a strong effect at the top dose
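CellTiter-Glo luminescence gave cytotoxicity after 18 hours at 37 degrees C. The cells were HepG2 CAGA-GFP in 1% FBS DMEM, stimulated with 500 pg/mL TGF-beta after compound addition. %Activity was normalised to no-cell wells (complete cell-killing) and DMSO (no toxicity), and curves were fitted and classified.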
The depositor's hits bear a star; i = inactive; ? = inconclusive; . = not tested or not shown; [ ] = dose if it differs, or a comment. Unless noted, the call rests on the fitted dose curve; in most records, active means well fitted curve in the direction sought with a large enough effect; inconclusive means small, poorly fitted or top-dose-only effect, or another doubt; inactive means no such curve, though single readings can be large; an effect the other way counts as inactive or inconclusive. This is a random part of the collection; 8.9% or so of the library scored in one or more.

SMILES	ATXN viability	KB-3-1 tox	IL-1B inflam inh	HT1080 IDH1KD tx	HT1080-NT tox	MCF10A rereplic	ATXN2 expr inh	SW480 rerep	HepG2 viability
COc1cc2nc(SCc3c(C)noc3C)n(CCC3=CCCCC3)c(=O)c2cc1OC	?	?	?	19%	12%	?	71%[activator]	-3%	-16%
O=C(/C(=C/c1ccncc1)n1ccnc1)c1ccc(Cl)cc1Cl	i	-5%	-10	-1%	-3%	3%	.	-1%	-58%
COc1ccc(OC)c(S(=O)(=O)NCc2cc(-c3ccccc3)no2)c1	i	8%	27	-6%	-10%	0%	-1%	0%	6%
CCOCCCNC(=O)C1CCN(C(=O)c2cc3sccc3n2C)CC1	i	6%	.	.	.	.	-3%	.	-34%
COc1ccc(C(=O)OCc2cc(=O)n3nc(-c4cccs4)sc3n2)cc1	i	-3%	.	.	.	.	5%	.	9%
CN1C(=O)/C(=C/c2cc3c(cc2Br)OCO3)NC1=S	i	1%	20	3%	25%	11%	1%	-5%	-12%
CCOC(=O)/C=C1\SCC(=O)N1Cc1nnc(-c2ccccc2Br)o1	?	27%	-4	-5%	3%	-36%	-2%	-4%	-7%
O=C(Oc1oc(-c2ccco2)nc1C=Nc1ccccc1)c1ccoc1	i	18%	-68*	-3%	-5%	-2%	-8%	1%	1%
NC(=O)NC(Cc1ccccc1)C(=O)O (stereo not given)	i	0%	2	8%	15%	6%	6%	1%	11%
CCC(=O)Nc1ccc(S(=O)(=O)Nc2cccc(C)c2)cc1OC	i	?	33	?	?	?	-7%	7%	-10%
O=C(Nc1ccc(NC(=O)c2ccc(Cl)c(S(=O)(=O)N3CCOCC3)c2)cc1)c1ccccc1	i	-2%	7	-17%	-2%	9%	4%	-1%	8%
CN1CCN(NC(=S)Nc2ccc(OC(F)F)cc2)CC1	i	-13%	-5	-1%	-6%	-1%	-8%	-1%	0%
Cn1nnc2cc(NC(=O)Nc3cccc(Cl)c3)ccc21	i	11%	-9	14%	?	16%	3%	7%	-1%
Cc1ccc(C(=O)Nc2ccn(Cc3ccc(F)cc3)n2)o1	?	20%	11	-1%	-1%	0%	46%[activator]	-16%	9%
COc1cccc(/C=N/NC(=O)c2ccccc2)c1OS(=O)(=O)c1ccccc1	i	2%	-26	-7%	-12%	?	.	7%	-26%
COc1ccc(Cn2c(SCc3ccc(C)cc3)nc3cc(OC)c(OC)cc3c2=N)cc1Cl	16µM*	?	-121*	23µM*	21µM*	4.1µM*	28µM*	?	5.6µM*
O=S(=O)(Nc1ccc2oc(-c3ccccc3)nc2c1)c1ccccc1	i	5%	?	?	?	21µM*	11%	?	-6%
Cc1ccc(NC(=O)C2CCN(C(=O)c3ccco3)CC2)cc1	.	?	3	28%	13%	-1%	-12%	-10%	20%
CCOC(=O)c1c(C)oc2nc(C)nc(NCC3CCN(Cc4cccc(C)c4)CC3)c12	i	-5%	.	.	.	.	0%	.	0%
O=C(O)c1cccc2c1/C(=N/Nc1ccc([N+](=O)[O-])cc1[N+](=O)[O-])c1ccccc1-2	i	-6%	10	-3%	2%	12%	5%	-3%	-1%
Cc1ccccc1Nc1nc(N)nc(CSc2ccccc2)n1	i	3%	-4	-14%	-6%	-4%	44%[activator]	1%	-3%
COC(=O)c1c(NC(=O)CN2CCOCC2)sc2c1CCC(C)C2 (stereo not given)	i	?	?	1%[9.24 µM]	-2%	11%	33%[activator]	1%	1%
Fc1ccc2cnc(-c3ccccc3)c(-c3ccc(C(F)(F)F)cc3)c2c1	i	-12%	34	-26%	-12%	?	41%[activator]	-3%	-33%
CCOC(=O)CNC(=O)CSc1ncnc2c1cnn2-c1ccc(OC)cc1	i	7%	-1	-7%	-14%	3%	?	-1%	5%
O=c1ccc(-c2ccc(S(=O)(=O)Nc3cccc([N+](=O)[O-])c3)s2)n[nH]1	i	?	12	-12%	-13%	-3%	11%	19%	-4%

Records listed above printed as active in IL-1B inflam inh:
SMILES | IL-1B inflam inh | SW480 rerep
O=C(Oc1oc(-c2ccco2)nc1C=Nc1ccccc1)c1ccoc1 | -68* | 1%
COc1ccc(Cn2c(SCc3ccc(C)cc3)nc3cc(OC)c(OC)cc3c2=N)cc1Cl | -121* | ?

(further entries)
SMILES	ATXN viability	KB-3-1 tox	IL-1B inflam inh	HT1080 IDH1KD tx	HT1080-NT tox	MCF10A rereplic	ATXN2 expr inh	SW480 rerep	HepG2 viability
O=C(Nc1cc(=O)[nH]c(=O)[nH]1)c1cccc(C(F)(F)F)c1	i	-6%	14	-9%	-10%	-2%	10%	2%	-6%
O=C(O)c1cccc(-c2ccccc2)c1O	i	0%	34	2%	4%	-26%	21%	-14%	-29%
Cc1ccc(CN2CCC(C)(Oc3ccc(Cl)cc3)C2)cc1 (stereo not given)	i	-22%	-9	-7%	-23%	.	-15%	.	-31%
CC(Cc1cnccn1)NC(=O)c1cc(COc2ccc(F)cc2F)on1 (stereo not given)	i	22%	?	13%	17%	2%	11%	7%	-5%
Nc1ccccc1SC1CC(=O)N(c2ccc(Cl)c(Cl)c2)C1=O (stereo not given)	i	-8%	?	-10%	0%	10%	.	-5%	-34%
CC(NS(=O)(=O)c1ccc(Cl)cc1)C(=O)NCc1ccco1 (stereo not given)	i	0%	-9	10%[9.24 µM]	-28%	5%	-5%	-9%	-5%
CCn1c(=N)n(CC(=O)C23CC4CC(CC(C4)C2)C3)c2ccccc21	i	-11%	-20	-23%	-28%	?	-13%	2%	-9%
COc1ccc2nc(NC(=O)c3ccc(NC(=O)C4CCCO4)cc3)sc2c1 (stereo not given)	i	7.3µM*	-2	-3%	1%	21µM*	-3%	?	-30%
O=C(CSc1nccc(=O)[nH]1)NCc1ccco1	i	2%	22	4%	7%	0%	.	11%	5%
Cc1ccc(CCNC(=O)C2CCCN(c3nc4ccccc4o3)C2)cc1 (stereo not given)	i	-1%	-4	0%	-4%	1%	-12%	3%	-16%
COc1ccc(-c2ccc(C(=O)NCc3ccco3)c3occc23)c(C)c1	i	-25%	-53*	?	?	.	-8%	.	-20%
O=C(CC1C(=O)NCCN1CCCc1ccccc1)NCCc1ccccc1F (stereo not given)	i	2%	-28	-19%	-18%	-1%	12%	-38%[inhibitor]	10%
CN1CCN(C(=O)c2cc(C(C)(C)C)cc(C(C)(C)C)c2)CC1	i	-4%	-23	-9%	-8%	-1%	-5%	1%	-12%
COc1ccc(-n2c(-c3ccc(F)cc3)cn3c4c(=O)n(C)c(=O)n(C)c4nc23)cc1	i	-1%	.	.	.	.	41%[activator]	.	2%
O=C(COC(=O)CCCOc1ccc(Cl)cc1Cl)Nc1cccc(Cl)c1	i	0%	-8	-8%	-5%	-1%	-9%	0%	-4%
Cc1ccc(C(=O)NNC(=S)NC(=O)c2ccc(Cl)cc2)cc1	i	?	70	?	-28%	?	?	?	-32%
NNC(=O)c1sccc1OCc1ccc(Cl)cc1	i	2%	0	18%	11%	-3%	-12%	-32%[inhibitor]	2%
CC(C[N+](C)(C)C)OC(=O)C1(c2ccccc2)CCCC1 (stereo not given)	i	-10%	3	-2%	-4%	0%	.	-2%	-4%
O=C(c1ccc(Cl)cc1Cl)N1CCN(c2ccccn2)CC1	i	-6%	21	-4%	-16%	0%	-9%	-3%	8%
CCn1c(=O)sc2cc(NS(=O)(=O)c3ccc(C)cc3)ccc21	?	-5%	.	.	.	.	34%	.	-28%
CCN(CC)S(=O)(=O)c1cc(C(=O)Nc2cc(C)[nH]n2)ccc1Cl	i	-12%	14	-1%	-2%	13%	13%	23%	-6%
COc1ccc(/C(C)=N/NC(=O)CNC(=O)/C=C\c2ccccc2OC)c(OC)c1	i	1%	6	3%	6%	-7%	.	-5%	-31%
COc1ccc(OC)c(S(=O)(=O)N/N=C\c2c[nH]c3ccccc23)c1	i	?	i	1%	-2%	-24%	-5%	24%	0%
Cc1ccc(C2(C)NC(=O)N(CC(=O)NCc3cccc(Cl)c3)C2=O)cc1 (stereo not given)	i	0%	-16	-2%	-1%	-22%	-6%	-11%	-5%
CCOC(=O)N1CCN(S(=O)(=O)c2cc(Br)cnc2N)CC1	i	7%	5	6%	7%	-3%	2%	0%	1%
(further entries)
SMILES	ATXN viability	KB-3-1 tox	IL-1B inflam inh	HT1080 IDH1KD tx	HT1080-NT tox	MCF10A rereplic	ATXN2 expr inh	SW480 rerep	HepG2 viability
O=C(COC(=O)c1ccccc1Cc1ccccc1)NC1CCS(=O)(=O)C1 (stereo not given)	i	.	-10	-3%	-1%	-3%	-4%	-6%	-29%
Cc1nccc(-c2cccc(NC(=O)c3ccccc3Cl)c2)n1	i	-21%	-3	2%	-7%	-7%	.	8%	-53%
Cc1sc(NC(=O)CSc2nc(N)cc(N)n2)c(C#N)c1C	i	-2%	-17	-27%	-6%	3%	-12%	0%	-2%
N#CC(Cc1cccc(CC(C#N)(c2ccccc2)c2ccccc2)c1)(c1ccccc1)c1ccccc1	i	-14%	5	0%	20%	?	-11%	6%	-22%
CC12CC(NC(=O)N1c1cccc(C(=O)Nc3ncn[nH]3)c1)c1ccccc1O2 (stereo not given)	i	8%	-68*	0%	0%	0%	4%	-4%	3%
CCc1nc(SCC(=O)Nc2ccccc2OC)c2c(C)c(C)sc2n1	i	-15%	?	-20%	-5%	21µM*	-22%	14%	-12%
C=CCNC(=S)NNC(=O)c1cccn(Cc2ccc(Cl)c(Cl)c2)c1=O	i	?	0	?	?	1%	-17%	24%	-24%
CCc1ccc(NC(=O)CSc2nc3ccccc3c(=O)n2CCNC(C)=O)cc1	i	14%	.	.	.	.	-5%	.	-2%
COc1ccc(-c2[nH]ncc2/C=C(/C#N)C(=O)NC2CCCCC2)cc1	i	?	?	?	?	?	-21%	?	-58%
